miR-122 sensor = blocks miR-122 activity in Huh7 sensor cells | Huh7 miR-122 Renilla luciferase sensor, 48 h; neutral wells = 0, positive control = 100 | activation (reporter increase), % at 12.5 µM | 340,000 tested, 0.3% active | AID 602342;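 active means mean replicate activation score at least 90 and every replicate individually at or above 90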;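 further: higher luciferase means less miR-122 activity so hits act as miR-122 inhibitors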
C2C12 statin = suppressors of simvastatin-induced myotoxicity in C2C12 myotubes; ATP luminescence, 48 h; scaled: DMSO 0, geranylgeraniol control 100; 330,000 tested, 0.78% active; rescue of ATP level, % at 7.49 µM; AID 602340;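 active means mean ATP rescue above about 67%, or every replicate alone reaching that limit, limit read from the data, passing the limit was not always enough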;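 further: myotubes were challenged with 10 µM simvastatin during compound exposure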
SIRT5 block = sirtuin-5 (human) deacylase inhibition. Q9NXA8. Purified SirT5, succinyl-peptide AMC, trypsin-coupled fluorescence. inhibition, % at 15 µM. 330,000 tested, 1.1% active; in the data active means inhibition above about 15%
Target sequence (Q9NXA8 whole entry, looked up): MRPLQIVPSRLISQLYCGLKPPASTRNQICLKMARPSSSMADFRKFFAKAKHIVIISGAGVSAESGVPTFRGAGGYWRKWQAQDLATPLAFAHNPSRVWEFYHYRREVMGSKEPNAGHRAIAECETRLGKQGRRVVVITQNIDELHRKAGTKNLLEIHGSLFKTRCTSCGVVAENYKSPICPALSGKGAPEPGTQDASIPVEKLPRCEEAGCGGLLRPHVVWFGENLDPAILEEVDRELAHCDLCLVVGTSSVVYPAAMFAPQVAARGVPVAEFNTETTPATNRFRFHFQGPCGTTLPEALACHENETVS
esBAF inh = SWI/SNF esBAF complex inhibition | mouse ES cells, Bmi1-luciferase knock-in reporter, 24 h; 100% = twice the neutral-well signal | reporter increase, % at 12.5 µM | 350,000 tested, 2% active | AID 602393; in the data active means activation above about 40%;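 further: 0% = median of the plate's neutral control wells and 100% = double that signal; a rise in the Bmi1 reporter signal indicates esBAF inhibition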
ARNT-TACC3 inh = ARNT/TACC3 interaction disruption. AlphaScreen His-ARNT PAS-B/GST-TACC3 binding, luminescence; TACC3 fragment carries E629A point mutation. inhibition, % at 9.99 µM. 390,000 tested, 0.66% active. AID 623870;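 active means mean inhibition of replicates at least 50% and at least half of replicates each reaching 50%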;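 further: 0% = complete ARNT plus TACC3 wells and 100% = ARNT alone without TACC3; many hits fall short of the cut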
ERp5 inh = ERp5 (human) disulfide isomerase inhibition; inhibition, % at 9.99 µM; 350,000 tested, 0.05% active; ERp5 insulin aggregation, absorbance 650 nm, 90 min; Q15084;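 active means mean replicate inhibition above about 25%, with every replicate also reaching it, limit read from the data, passing the limit was not always enough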
Target sequence (Q15084 whole entry, looked up): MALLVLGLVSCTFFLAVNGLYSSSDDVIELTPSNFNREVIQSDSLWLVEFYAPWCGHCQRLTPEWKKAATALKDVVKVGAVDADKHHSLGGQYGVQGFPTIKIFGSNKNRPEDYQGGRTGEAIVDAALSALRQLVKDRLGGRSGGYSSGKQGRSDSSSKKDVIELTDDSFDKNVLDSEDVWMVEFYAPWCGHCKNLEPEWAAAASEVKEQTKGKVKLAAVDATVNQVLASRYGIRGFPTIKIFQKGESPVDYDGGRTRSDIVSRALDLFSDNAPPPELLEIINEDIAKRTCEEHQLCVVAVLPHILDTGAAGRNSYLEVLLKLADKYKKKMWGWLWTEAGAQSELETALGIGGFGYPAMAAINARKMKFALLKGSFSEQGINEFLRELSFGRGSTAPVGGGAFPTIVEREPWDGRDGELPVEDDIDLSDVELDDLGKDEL
Cneo AK release = Cryptococcus neoformans lysis via adenylate kinase release; C. neoformans lysis, adenylate kinase release luminescence, 4 h; normalised: neutral wells 0, clomiphene wells 100; 360,000 tested, 0.2% active; AID 651654; lysis activity, % at 15 µM;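 active means mean lysis activity across replicates of at least 80%, whatever share of replicates individually reach that level; inactive means mean lysis activity below 80%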
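Schedule: static 4 h at 37 °C with compound, 1 h detection; system: C. neoformans cells; benchmarks: Clomiphene as positive control; buffer or medium: fresh YPD medium; measure: luminescence rise reflecting yeast cell lysis; measured by: luminescent adenylate kinase detection reagent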
Numbers without * were called inactive; nt = no result given; [ ] = dose if it differs, or a comment.

SMILES	miR-122 sensor	C2C12 statin	SIRT5 block	esBAF inh	ARNT-TACC3 inh	ERp5 inh	Cneo AK release
O=C(CCn1c(=O)c2ccccc2n(CC(=O)N2CCN(c3ccccc3)CC2)c1=O)NCc1ccco1	-1.4	1.8	-13.6	-4.2	1.0	-0.5	29.0
N/C(=N\OS(=O)(=O)c1cccc([N+](=O)[O-])c1)c1ccncc1	-2.9	2.6	-0.6	-6.1	-1.9	1.9	6.9
CN1CCN(C(c2cccc(C(F)(F)F)c2)c2nnnn2Cc2ccccc2)CC1 (stereo not drawn)	-1.1	8.0	nt	-2.3	0.8	nt	3.3
CCc1ccc(-c2nc(SCC(=O)NC3CC3)n[nH]2)cc1	0.6	6.2	-8.3	18.6	-2.8	-5.2	-2.9
COc1ccc(CCNC(=O)Cn2cnc3c(nnn3Cc3ccccc3F)c2=O)cc1OC	-3.5	5.1	-9.8	1.7	0.3	4.5	4.1
CCCOc1ccc(F)cc1-c1cc(C(=O)NCc2ccc(F)cc2)[nH]n1	-1.3	0.7	nt	-10.4	nt	2.2	-1.4
Cc1ccc(S(=O)(=O)NCC(=O)OCC(=O)N(CCC#N)c2ccccc2)cc1	nt	nt	-2.9	nt	-6.9	1.1	nt
COc1cccc(NC(=O)N2C[C@H](O)COC[C@H]3O[C@@H](CC(=O)NC4Cc5ccccc5C4)CC[C@@H]32)c1	-1.4[16.7 µM]	-20.4	1.2	-1.9	0.4	0.8	-0.7
Cc1sc2nc(SCc3nc4ccccc4[nH]3)n(Cc3ccco3)c(=O)c2c1C	1.9	14.8	0.2	-6.5	-7.4	3.3	-0.6
CN1CCCCN2[C@H](CO)[C@H](c3ccc(-c4ccccc4)cc3)[C@H]2C1	2.9[16.7 µM]	5.7	0.4	-7.9	-1.5	0.8	-1.2
Cc1ccccc1C(=O)Nc1ccc(S(=O)(=O)NCC2CCCO2)cc1 (stereo not drawn)	21.2	-0.3	-5.7	5.2	nt	0.3	0.8
CCOc1ccccc1C(=O)OCC(=O)NCC1CCCO1 (stereo not drawn)	-0.9	3.7	0.8	0.5	5.7	3.0	-0.1
CC1CCCCC1NC(=O)NC(=O)CCl (stereo not drawn)	5.9	-4.1	-3.2	1.5	-9.2	1.7	7.7
CC(=O)Nc1ccc(NC(=O)CSCCc2ccccn2)cc1	-5.8	-4.5	nt	0.7	-6.4	nt	1.5
C[C@@H]1CN([C@@H](C)CO)C(=O)c2cc(NC(=O)NC3CCCCC3)ccc2O[C@@H](C)CCCCO[C@H]1CN(C)C(=O)Cc1ccccc1	-3.3[16.7 µM]	nt	nt	7.0	3.0	nt	-9.6
COc1cc2c(cc1OC)-c1nnc(-c3cccs3)n1C(C)(C)C2	0.6	-7.7	nt	-49.4	-35.8	-2.9	-2.1
COc1cccc(OC)c1C(=O)Nc1sc2c(c1C(N)=O)CCN(Cc1ccccc1)C2	-1.0	-21.9	3.6	-0.5	2.1	-9.0	0.2
CC(C)(C)NCc1cc2ccccc2[nH]c1=O	6.0	-21.5	nt	-8.7	-8.7	nt	0.4
C/C=C/c1ccc2c(c1)O[C@H](CN(C)C(=O)CN1CCOCC1)[C@@H](C)CN([C@H](C)CO)S2(=O)=O	-8.0[16.7 µM]	-6.8	3.0	0.9	1.7	-2.9	-1.5
Cc1ccc(C)c(NC(=O)CN(C)C(=O)c2ccncc2)c1	nt	3.0	3.3	-4.5	-2.6	2.0	-0.5
CO[C@H]1CN(C)C(=O)c2ccc(NS(=O)(=O)c3cccc(F)c3)cc2OC[C@H](C)N(C(=O)Cc2cccnc2)C[C@H]1C	nt	-2.8	nt	1.9	8.8	-5.8	0.2
C[C@H]1CN([C@@H](C)CO)C(=O)Cc2cc(NC(=O)Cc3cn(C)c4ccccc34)ccc2O[C@@H]1CN(C)Cc1ccncc1	3.9[16.7 µM]	2.6	-0.4	5.1	-0.1	1.9	0.1
Cc1c(Cl)cccc1NC(=O)CC1Sc2ccccc2NC1=O (stereo not drawn)	-6.5	4.8	-6.0	0.1	-3.7	0.8	-3.5
CCOC(=O)c1oc2ccccc2c1NC(=O)C1CCCCC1	0.0	nt	-5.9	nt	-16.0	-0.9	nt
CCOc1ccc(S(=O)(=O)Nc2ccccc2C(=O)NCC2CCCO2)cc1 (stereo not drawn)	-3.8	-4.6	nt	5.6	-5.0	nt	0.7
COCCNc1nc(Oc2ccccc2)c2sccc2n1	0.8	-10.6	-11.2	-4.0	nt	-7.5	-1.8
C[C@@H]1CN([C@@H](C)CO)S(=O)(=O)c2ccc(C3=CCCCC3)cc2O[C@H]1CN(C)Cc1ccccn1	10.3[16.7 µM]	-187.4	7.5	1.2	6.6	2.7	-2.3
COc1ccc(-c2nnc(Nc3nc4c(OC)cccc4s3)o2)c(OC)c1	3.7	-7.5	nt	23.2	2.0	nt	-9.8
C/C(=N/NC(=O)c1ccc(Br)s1)c1cccnc1	nt	2.1	-2.8	12.9	0.9	0.4	1.2
COCCn1c(=O)[nH]c2cc(C(=O)N3CCN(c4cccc(C(F)(F)F)c4)CC3)ccc2c1=O	nt	-2.8	-3.9	6.6	-8.3	2.5	-1.6
N/C(=N\OC(=O)CCC1CCCCC1)c1ccc([N+](=O)[O-])cc1	-2.7	nt	nt	19.5	4.9	nt	3.4
Cc1c(OC(C)C(=O)NCCCN2CCOCC2)ccc2c3c(c(=O)oc12)CCCC3 (stereo not drawn)	-4.8	8.9	2.0	-2.1	2.2	1.8	5.0
FC(F)C(F)(F)Oc1cccc(-c2n[nH]c(=S)n2Cc2ccccc2)c1	-3.9	60.6	-2.5	nt	-2.3	-4.6	3.5
CC(=O)NCCNc1nc2c(-c3cccc(C)c3)nnn2c2ccccc12	10.2	0.7	-4.4	0.7	2.0	1.0	7.1
Cc1cc(/C=C(\C#N)C(=O)O)c(C)n1-c1ccc(Br)cc1	-1.9	-9.4	0.4	-1.0	4.6	4.2	-3.8
COc1nc(Nc2ccc(C(C)=O)cc2)nc(OC)n1	-0.3	-22.1	nt	3.5	14.3	nt	2.5
O=C(Nc1ccccn1)c1ccc2c(c1)OCO2	nt	nt	1.2	nt	3.3	4.1	1.8
COc1cccc(/C=N/Nc2ccc([N+](=O)[O-])cc2)c1O	nt	15.3	-1.4	31.0	-2.5	0.7	0.9
O=C(Cc1ccc(-n2c(=O)c3sccc3n(CC(=O)Nc3ccccc3)c2=O)cc1)NCc1ccco1	-2.7	-3.2	-1.8	7.2	-5.2	-1.5	0.5
O=C(NNC(=O)C1CCN(c2ncccn2)CC1)c1ccccc1	nt	nt	-0.1	nt	-7.6	3.2	nt
CC(C)NC(=O)N(C)C[C@H]1Oc2ncc(C3=CCCCC3)cc2C(=O)N([C@@H](C)CO)C[C@@H]1C	-0.9[16.7 µM]	2.2	6.1	-6.6	nt	1.0	0.3
O=C(CSCc1ccccc1)Nc1ccc2c(c1)OCO2	1.0	23.8	nt	33.4	18.7	nt	-2.6
COc1ccc(OC)c(/C=C/C(=O)N2CCCc3ccccc32)c1	2.7	-2.0	-1.3	8.5	6.8	-6.4	2.8
CO[C@H]1CN(C)C(=O)c2cc(NC(=O)c3cnccn3)ccc2OC[C@@H](C)N(CCc2ccccc2)C[C@@H]1C	nt	-6.5	nt	0.4	-4.0	-4.4	0.0
Cc1cccc(CN(Nc2ccccc2)c2ccccc2)n1	7.9	10.0	-0.9	2.6	nt	-10.7	0.1
O=C(NCc1ccc(Cl)s1)C1CCC(=O)N(CCc2cccc(F)c2)C1 (stereo not drawn)	-5.2	1.6	-0.2	2.9	5.2	1.1	0.5
CCOc1ccccc1NC(=O)COC(=O)c1cc[n+]([O-])cc1	-1.5	-1.9	-1.0	-0.5	1.6	-2.0	-3.0
COc1cc(CCC(=O)OCC(=O)Nc2ccc(Br)cc2F)cc(OC)c1OC	nt	1.0	-4.7	-0.4	nt	2.4	18.9
CO[C@H]1CN(C)C(=O)c2ccc(NC(=O)C3CCC3)cc2OC[C@@H](C)N(Cc2ccncc2)C[C@@H]1C	0.2[16.7 µM]	1.9	-1.2	-1.3	-8.6	0.6	0.3
Cc1cc(OCC(=O)NC2CC2)c2c(C)c(C)c(=O)oc2c1	-4.6	10.1	-11.3	5.4	-3.5	4.0	0.3
Cc1cc(NC(=S)Nc2cccc3ccccc23)n[nH]1	nt	nt	5.2	nt	2.2	-1.6	nt
Cc1occc1C(=O)N/N=C/c1ccccn1	nt	nt	2.5	nt	19.4	0.2	nt
CCc1nc(OCc2ccco2)c2sc3nc4c(cc3c2n1)COC(C)(C)C4	1.9	5.0	nt	4.9	1.5	nt	14.0
CN1Cc2cccc3c2C(Cc2ccccc2S3)C1 (stereo not drawn)	nt	nt	0.1	nt	5.6	3.1	nt
C[C@@H]1CN([C@H](C)CO)C(=O)c2cc(-c3cccc(F)c3)cnc2O[C@H]1CN(C)C(=O)c1ccccn1	1.6[16.7 µM]	-7.2	-2.2	2.2	-1.2	0.1	-4.8
CCN(CC)C1=CC(=O)OC12CCCCC2	-2.1	-7.9	2.9	-12.7	2.3	4.6	0.2
Cc1cccc(-c2cc3nc4c(c(N5CCCC(O)C5)n3n2)CCC4)c1 (stereo not drawn)	-0.1	-65.3	nt	8.2	-8.7	nt	-1.8
CC1C2CC(C(S(=O)(=O)N3CCOCC3)C2=O)C1(C)C (stereo not drawn)	-4.1	-0.2	nt	-4.9	-0.4	nt	3.5
CCOc1ccc(NC(=O)NC(=O)N(C(C)C)S(C)(=O)=O)cc1	-12.6	-0.7	-3.0	4.4	-8.9	1.2	1.0
CC(C)(C)c1nc(SCC(=O)Nc2ccc(N3CCOCC3)cc2)c2ccccc2n1	2.5	20.1	nt	3.1	-6.2	nt	3.0

5 entries from above, ordered by count of non-hydrogen atoms, low to high:
SMILES	miR-122 sensor	C2C12 statin	SIRT5 block	esBAF inh	ARNT-TACC3 inh	ERp5 inh	Cneo AK release
C/C(=N/NC(=O)c1ccc(Br)s1)c1cccnc1	nt	2.1	-2.8	12.9	0.9	0.4	1.2
N/C(=N\OS(=O)(=O)c1cccc([N+](=O)[O-])c1)c1ccncc1	-2.9	2.6	-0.6	-6.1	-1.9	1.9	6.9
Cc1ccccc1C(=O)Nc1ccc(S(=O)(=O)NCC2CCCO2)cc1 (stereo not drawn)	21.2	-0.3	-5.7	5.2	nt	0.3	0.8
COc1cc(CCC(=O)OCC(=O)Nc2ccc(Br)cc2F)cc(OC)c1OC	nt	1.0	-4.7	-0.4	nt	2.4	18.9
CO[C@H]1CN(C)C(=O)c2ccc(NS(=O)(=O)c3cccc(F)c3)cc2OC[C@H](C)N(C(=O)Cc2cccnc2)C[C@H]1C	nt	-2.8	nt	1.9	8.8	-5.8	0.2

Following part
SMILES	miR-122 sensor	C2C12 statin	SIRT5 block	esBAF inh	ARNT-TACC3 inh	ERp5 inh	Cneo AK release
CC(=O)N1c2ccc(S(=O)(=O)N(C)CC(=O)NC(C)c3ccccc3)cc2CC1C (stereo not drawn)	-2.2	16.5	-5.1	-2.8	-1.6	3.8	1.5
Cc1ccccc1OCC(=O)NC(=S)Nc1ccc(N2CCCC2)cc1	nt	nt	-5.8	nt	-3.2	-1.0	nt
CC(=O)c1sc2c(c1OC(=O)c1ccc(Cl)cc1)c(=O)n(-c1ccccc1)c(=S)n2-c1ccccc1	-0.9	nt	nt	nt	-4.2	-6.3	nt
Cc1ccc(-c2ccc(/C=C3\C(=O)ON=C3c3ccccc3)o2)c([N+](=O)[O-])c1	-6.5	13.5	nt	-3.2	18.6	nt	-2.0
C[C@@H]1CN([C@H](C)CO)C(=O)c2cccc(NS(=O)(=O)c3ccc(Cl)cc3)c2O[C@H]1CN(C)S(=O)(=O)c1ccc(Cl)cc1	3.5[16.7 µM]	-10.4	-0.4	-1.8	16.9	-2.5	4.9
O=C(CN1C(=O)NC2(CCCCCCC2)C1=O)Nc1cccc(Br)c1	11.5	11.7	-0.4	-0.8	11.4	-5.4	-0.6
Cc1cccc(OC(C)C(=O)Nc2ccccc2C(=O)N2CCCCC2)c1 (stereo not drawn)	2.7	5.1	-2.0	-15.1	-6.8	-5.8	2.8
CN(C)CC1CCC/C(=C\c2ccc(OC(=O)c3ccc(Cl)cc3)cc2)C1=O (stereo not drawn)	nt	nt	-0.5	nt	-9.9	-5.4	nt

Screens (PubChem)
